UBC13 polyUb – blocks human UBC13 polyubiquitin chain formation; P61088; TR-FRET; inhibition, % at 20 µM; actives 0.47% (n = 330,000); AID 485273; in the data active means inhibition above about 45%, passing the limit was not always enough
Target sequence (P61088 whole entry, looked up): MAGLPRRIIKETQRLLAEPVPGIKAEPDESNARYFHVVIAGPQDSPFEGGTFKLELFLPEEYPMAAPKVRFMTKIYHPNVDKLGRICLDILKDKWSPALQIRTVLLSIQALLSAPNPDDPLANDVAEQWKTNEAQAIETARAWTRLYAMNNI
CXCR6 inh – inhibitors of human CXCR6 receptor; O00574; CHO-K1 PathHunter CXCR6 beta-arrestin, luminescence; inhibition, % at 20 µM; actives 0.36% (n = 360,000); in the data active means inhibition above about 34%, passing the limit was not always enough;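 further: antagonist mode with CXCL16 agonist at 10 nM final; 0% = 10 nM CXCL16 with DMSO and 100% = unstimulated wells without agonist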
APJ ag – APJ receptor agonism. P35414. CHO-K1 APJ PathHunter beta-arrestin, luminescence; 0% DMSO wells, 100% apelin. activation, % at 20 µM. actives 0.11% (n = 330,000);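 active means activation more than six SD over the plate average, tested at 20 µM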;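 further: 0% = DMSO alone and 100% = apelin-13 at 10 nM; some results filed as inactive read as strong as hits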
Target sequence (P35414 whole entry, looked up): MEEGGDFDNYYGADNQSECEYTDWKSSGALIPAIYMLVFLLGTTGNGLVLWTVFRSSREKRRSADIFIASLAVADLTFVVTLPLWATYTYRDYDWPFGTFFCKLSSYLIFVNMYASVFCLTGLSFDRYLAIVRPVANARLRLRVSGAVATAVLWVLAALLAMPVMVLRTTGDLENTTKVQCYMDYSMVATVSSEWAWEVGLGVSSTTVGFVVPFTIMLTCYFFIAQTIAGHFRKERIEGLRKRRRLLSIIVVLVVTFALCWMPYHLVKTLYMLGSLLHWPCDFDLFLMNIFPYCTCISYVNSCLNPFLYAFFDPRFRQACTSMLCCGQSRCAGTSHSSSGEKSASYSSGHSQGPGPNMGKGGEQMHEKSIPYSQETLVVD
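system = engineered CHO-K1 APJ arrestin reporter cells | input = 1000 cells per well | timing = overnight seeding, 90 min compound at 25 °C, 1 h detection | measured by = enzyme-fragment complementation luminescence | read-out = beta-arrestin recruitment to APJ as agonist activity, luminescent signal | control set = negative DMSO alone, positive Apelin-13 at 10 nM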
EBI2 block – blocks human EBI2 receptor beta-arrestin signaling | EBI2 beta-arrestin recruitment, luminescence, 7a,25-OHC stimulated | actives 0.81% (n = 360,000) | inhibition, % at 5 µM; in the data active means inhibition above about 38%;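 further: enzyme fragment complementation signal reports receptor beta-arrestin coupling in cells; 0% = agonist plus DMSO wells and 100% = wells without agonist; some results beyond the cut were filed as inactive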
ATG4B inh – inhibitors of human ATG4B cysteine protease; actives 0.51% (n = 340,000); ATG4B cleavage of LC3-PLA2, NBD-HPC fluorescence, 1 h; inhibition, % at 8.33 µM; Q9Y4P1; in the data active means inhibition above about 40%
Target sequence (Q9Y4P1 whole entry, looked up): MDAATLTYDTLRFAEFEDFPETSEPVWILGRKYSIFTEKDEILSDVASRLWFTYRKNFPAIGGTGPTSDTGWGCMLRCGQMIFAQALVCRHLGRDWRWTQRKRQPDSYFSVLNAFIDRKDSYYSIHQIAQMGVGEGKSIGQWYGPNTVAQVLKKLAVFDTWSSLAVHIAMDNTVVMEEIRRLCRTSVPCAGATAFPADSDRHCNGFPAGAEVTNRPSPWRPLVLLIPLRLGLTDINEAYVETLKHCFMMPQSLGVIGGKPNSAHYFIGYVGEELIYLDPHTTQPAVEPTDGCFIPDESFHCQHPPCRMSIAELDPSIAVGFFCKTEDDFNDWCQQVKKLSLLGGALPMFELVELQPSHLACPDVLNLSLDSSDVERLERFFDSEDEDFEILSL
APJ antag – antagonists of human APJ apelin receptor | P35414 | CHO-K1 APJ beta-arrestin complementation, luminescence | inhibition, % at 20 µM | actives 0.32% (n = 330,000) | AID 2521;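 active means inhibition above about 40% at 20 µM, limit read from the data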;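 further: cells challenged with 10 nM apelin-13 agonist together with compound; plate controls were apelin-13 plus DMSO wells for no effect and DMSO wells lacking apelin-13 for full effect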
Gli-Sufu antag – Gli-Sufu pathway antagonism; Sufu-KO-LIGHT fibroblasts, Gli luciferase reporter luminescence; inhibition, % at 5 µM; actives 0.74% (n = 340,000); AID 588413;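 active means inhibition above about 55%, limit read from the data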;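 further: 0% = DMSO-treated cells and 100% = wells with medium but no cells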
CCR6 antagonist – CCR6 (human) receptor antagonism | AID 493098 | P51684 | actives 0.49% (n = 340,000) | CHO-K1 CCR6 PathHunter beta-arrestin, luminescence, CCL20-stimulated | inhibition, % at 20 µM;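 active means compounds whose inhibition of the agonist-driven luminescence signal at 20 µM reaches about 50%, limit read from the data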;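 further: cells stimulated with CCL20 at 14 nM final; plate controls were DMSO with CCL20 for no effect and DMSO without agonist for full effect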
Active calls of the source: *; x = no result given.

Assay codes – A = UBC13 polyUb; B = CXCR6 inh; C = APJ ag; D = EBI2 block; E = ATG4B inh; F = APJ antag; G = Gli-Sufu antag; H = CCR6 antagonist
1	O=C(Cc1cccs1)Nc1ccc(C(=O)O)cc1
  A: 4; B: -1; C: -3; D: -4; E: -5; F: 17; G: -3; H: -11

2	COc1ccc(CCNC(=O)CN(c2ccc(OC)cc2)S(C)(=O)=O)cc1
  A: 6; B: -2; C: -4; D: -9; E: -10; F: -4; G: -9; H: 2

3	Oc1ccc(N=Nc2ccc(Br)cc2)c(O)c1
  A: -102; B: -32; C: -9; D: 1; E: 2; F: 28; G: -22; H: 10

4	CCC/C=C1/CCCOC(C(=O)NCc2ccccn2)(C(F)(F)F)C1 (stereo not drawn)
  A: 7; B: 10; C: 0; D: -9; E: 9; F: 4; G: -32; H: 11

5	CCC/C(=N\NC(=O)c1ccc(OC)c(OC)c1)c1ccccc1
  A: -5; B: -5; C: -1; D: -1; E: -2; F: 2; G: -2; H: -3

6	COc1cccc(CN2CC(C(=O)NCCN3CCOCC3)CCC2=O)c1 (stereo not drawn)
  A: 2; B: 4; C: 4; D: 0; E: 28; F: 0; G: -1; H: -15

7	COCC(=O)Oc1c(S(=O)(=O)c2ccc(C)cc2)c(C)nn1-c1ccccc1
  A: -6; B: -3; C: -1; D: -10; E: 4; F: 16; G: -3; H: -3

8	O=C(Cc1c(F)cccc1Cl)N1CCN(S(=O)(=O)c2cccs2)CC1
  A: 8; B: -2; C: -2; D: -6; E: 5; F: -3; G: -1; H: -1

9	Nc1nc(/C=C/c2ccc(F)cc2)nc(-c2ccccc2O)n1
  A: 17; B: 3; C: -2; D: 7; E: -9; F: 0; G: 1; H: -16

10	COc1ccc(OC)c(-n2c(SCC(=O)Nc3cccc(S(N)(=O)=O)c3)nc3ccccc3c2=O)c1
  A: -7; B: -4; C: -4; D: 7; E: -16; F: -4; G: 7; H: -1

11	O=C(Oc1ccc(Br)cc1C(=S)N1CCCCC1)c1cc([N+](=O)[O-])cc([N+](=O)[O-])c1
  A: 3; B: 6; C: -1; D: 13; E: -12; F: -38; G: -4; H: -2

12	Cn1cccc1C(=O)C(=O)Nc1ccccc1
  A: -3; B: 8; C: -2; D: -1; E: -1; F: 16; G: -73; H: 4

13	CCCCn1c(N)c(N(CCOC)C(=O)c2sc3cc(F)ccc3c2Cl)c(=O)[nH]c1=O
  A: -4; B: -3; C: 3; D: -5; E: 0; F: 8; G: 0; H: 8

14	Cc1cc(C)c(NC(=S)N(Cc2cccnc2)Cc2ccco2)c(C)c1
  A: -7; B: 2; C: 0; D: -11; E: 0; F: 11; G: 12; H: -2

15	O=C(COc1ccccc1)Nc1cccc(-c2nc3ccccc3[nH]2)c1
  A: -1; B: -8; C: 1; D: 11; E: 0; F: -12; G: -41; H: 5

In another format: results already given.
entry	canonical_smiles	UBC13 polyUb	CXCR6 inh	APJ ag	EBI2 block	ATG4B inh	APJ antag	Gli-Sufu antag	CCR6 antagonist
10	COc1ccc(OC)c(-n2c(SCC(=O)Nc3cccc(S(N)(=O)=O)c3)nc3ccccc3c2=O)c1	-7	-4	-4	7	-16	-4	7	-1
11	O=C(Oc1ccc(Br)cc1C(=S)N1CCCCC1)c1cc([N+](=O)[O-])cc([N+](=O)[O-])c1	3	6	-1	13	-12	-38	-4	-2
12	Cn1cccc1C(=O)C(=O)Nc1ccccc1	-3	8	-2	-1	-1	16	-73	4
13	CCCCn1c(N)c(N(CCOC)C(=O)c2sc3cc(F)ccc3c2Cl)c(=O)[nH]c1=O	-4	-3	3	-5	0	8	0	8
14	Cc1cc(C)c(NC(=S)N(Cc2cccnc2)Cc2ccco2)c(C)c1	-7	2	0	-11	0	11	12	-2
15	O=C(COc1ccccc1)Nc1cccc(-c2nc3ccccc3[nH]2)c1	-1	-8	1	11	0	-12	-41	5

(further entries)
Assay codes – A = UBC13 polyUb; B = CXCR6 inh; C = APJ ag; D = EBI2 block; E = ATG4B inh; F = APJ antag; G = Gli-Sufu antag; H = CCR6 antagonist
16	COc1ccccc1N1CN(Cc2ccccc2)CNC1=S
  A: 0; B: 12; C: -3; D: 6; E: 7; F: 13; G: 2; H: 5

17	Cc1cc(C)c(NS(=O)(=O)c2c(C(=O)N3CCOCC3)c(C)n(C)c2C)c(C)c1
  A: -9; B: -3; C: -1; D: 0; E: -9; F: 9; G: 34; H: 7

18	Cc1noc(C)c1COc1ccccc1C(=O)NCc1ccccc1Cl
  A: 8; B: 7; C: -8; D: -5; E: -2; F: 17; G: 3; H: 30

19	N/C(=N\OC(=O)c1cccc(Br)c1)c1ccc(Br)cc1
  A: -8; B: 2; C: 6; D: 4; E: -5; F: -91; G: -12; H: 3

20	CCC(OC(=O)c1cccs1)C(=O)NCc1ccc(C)cc1 (stereo not drawn)
  A: 4; B: 3; C: -1; D: -6; E: 6; F: -25; G: -5; H: 2

21	O=C(CN1CCN(c2ccccc2F)CC1)c1ccc2c(c1)OCO2
  A: -1; B: 3; C: -3; D: 6; E: -4; F: 11; G: -15; H: 6

22	CCOc1cccc(CN2CCCC(C(=O)c3cccc(C(F)(F)F)c3)C2)c1O (stereo not drawn)
  A: 19; B: -9; C: -3; D: -3; E: -15; F: -2; G: 18; H: 13

23	CCCCN(CCCC)C(=O)/C=C/c1cccc([N+](=O)[O-])c1
  A: 1; B: 6; C: -6; D: 12; E: 10; F: 14; G: 11; H: 29

24	O=C(NC(=S)N1CCN(c2ccc(Cl)cc2[N+](=O)[O-])CC1)c1ccco1
  A: -5; B: 21; C: -6; D: -16; E: 8; F: 14; G: 4; H: 17

25	Cc1ccc(C(=O)NNC(=O)c2nn(-c3ccc(F)cc3)ccc2=O)cc1
  A: 77*; B: 8; C: -5; D: 3; E: 2; F: 12; G: 1; H: 1

26	CC(Sc1n[nH]c(N)n1)C(=O)Nc1ccccc1-c1ccccc1 (stereo not drawn)
  A: 9; B: -1; C: -2; D: 0; E: -4; F: 1; G: 6; H: -5

27	O=C(CSc1nnc(-c2ccccc2)n1Cc1ccccc1)NC1CC1
  A: 5; B: 2; C: 3; D: 3; E: -2; F: 12; G: -8; H: -3

28	COC(=O)c1c(-c2c(Cl)cccc2Cl)noc1NC(=O)NN1CCOCC1
  A: 7; B: 4; C: 1; D: 3; E: -6; F: -2; G: 0; H: -4

29	COc1ccc(C2(O)CC3CCC(C2)N3c2cc(C)nc(-c3ccccc3)n2)cc1 (stereo not drawn)
  A: 6; B: 10; C: 1; D: 30; E: 25; F: 10; G: 4; H: 23

30	COc1ccc(S(=O)(=O)N2CCOC2CNC(=O)C(=O)NCc2ccc(F)cc2)cc1 (stereo not drawn)
  A: 5; B: 8; C: -3; D: -1; E: -4; F: -7; G: 2; H: 0

Additional structures:
Assay codes – A = UBC13 polyUb; B = CXCR6 inh; C = APJ ag; D = EBI2 block; E = ATG4B inh; F = APJ antag; G = Gli-Sufu antag; H = CCR6 antagonist
31	N=c1oc2ccc3ccccc3c2cc1-c1nnc2n1CCCCC2
  A: 1; B: -1; C: 3; D: -13; E: 6; F: -18; G: 2; H: 16

32	Cc1ccc(/C=C(/C#N)c2nc(CCN3C(=O)c4ccccc4C3=O)cs2)cc1
  A: -2; B: 5; C: 0; D: 4; E: 18; F: 9; G: -3; H: -6

33	Cn1c(CC(=O)Nc2cccc(Cl)c2Cl)nnc1SCC(=O)NC1=NCCS1
  A: -1; B: -6; C: 3; D: -5; E: -1; F: 1; G: -24; H: 6

34	CCc1ccc([C@@H]2CC=C(C(=O)O)[C@H](c3ccc(Br)cc3)N2S(=O)(=O)c2ccc(C)cc2)cc1
  A: -20; B: -1; C: -1; D: -7; E: 36; F: 3; G: 6; H: -6

35	COc1cc(/C=C/C(=O)N2CCOCC2)ccc1OCc1ccccc1
  A: 4; B: 5; C: -1; D: -7; E: -8; F: 4; G: -3; H: 0

36	CSCC[C@H](NC(=O)OC(C)(C)C)c1nnc(SCC(=O)N(C)C)o1
  A: 8; B: 5; C: -6; D: -3; E: -8; F: 0; G: 7; H: 30

37	O=C(Nc1ccccc1F)c1coc(=O)c(Br)c1
  A: 13; B: 0; C: -2; D: 0; E: -1; F: -3; G: 10; H: -14

38	COc1cc(OC)c(NC(=O)C2CC(=O)N(c3ccc4c(c3)OCCO4)C2)cc1Cl (stereo not drawn)
  A: 0; B: 1; C: 8; D: 11; E: -6; F: 8; G: -10; H: 17

39	Cn1c(NC(=O)c2ccccc2)c(-c2cccs2)c(=O)c2ccccc21
  A: -12; B: -5; C: -2; D: -9; E: 0; F: 15; G: 8; H: -10

40	O=C(CNC(=O)c1ccco1)N/N=C/c1ccc(C(=O)O)cc1
  A: 2; B: 1; C: 3; D: -18; E: -2; F: 3; G: 4; H: 15

41	Cc1csc2nc(COC(=O)c3cccc(N(C)C)c3)cc(=O)n12
  A: -8; B: -2; C: -4; D: 4; E: -16; F: 3; G: -7; H: 1

42	COc1cccc(C(C#N)N2N=C(C)CC2(C)C)c1O (stereo not drawn)
  A: 1; B: 5; C: -6; D: -10; E: 8; F: 16; G: -1; H: 4

43	O=C(CSc1ccccc1)N1CCCC(N2CCN(c3cccc(Cl)c3)CC2)C1 (stereo not drawn)
  A: 6; B: -4; C: -2; D: 16; E: x; F: 7; G: x; H: x

44	C/C(CCc1ccccc1)=N/NC(=O)C(=O)NCc1ccccc1
  A: 5; B: 2; C: -3; D: 1; E: 1; F: 5; G: -10; H: 16

45	COC(=O)C1C2C=CC3(CN(C(C)C)C(=O)C13)O2 (stereo not drawn)
  A: 10; B: -1; C: -2; D: -1; E: 9; F: 17; G: -14; H: -5

Continuation.
Assay codes – A = UBC13 polyUb; B = CXCR6 inh; C = APJ ag; D = EBI2 block; E = ATG4B inh; F = APJ antag; G = Gli-Sufu antag; H = CCR6 antagonist
46	C(CNC1C2CC3CC(C2)CC1C3)CN1CCOCC1 (stereo not drawn)
  A: 5; B: 0; C: 4; D: 3; E: -8; F: 0; G: 2; H: -11

47	O=C(COc1ncnc2sccc12)NC1CCS(=O)(=O)C1 (stereo not drawn)
  A: 16; B: -4; C: -5; D: -5; E: -5; F: -11; G: -4; H: 9

48	COCCCNC(=O)/C=C/c1ccc(OCc2c(F)cccc2Cl)cc1
  A: 2; B: 2; C: -3; D: 4; E: 7; F: 18; G: -2; H: 2

49	COc1ccc(Nc2cc(Nc3ccc(OC)cc3)ncn2)cc1
  A: -2; B: -1; C: 0; D: -2; E: 15; F: 15; G: -2; H: 9

50	CCN(CC)c1ccc(C(=O)OCC(=O)N2CCN(c3ccccc3)CC2)cc1
  A: -4; B: 3; C: -4; D: 9; E: -9; F: 2; G: -48; H: 22

Screening data (PubChem BioAssay)
